TEAD-YAP block = TEAD-YAP interaction inhibition; HEK-TIYL cells, TEAD-Gal4/YAP UAS-luciferase luminescence; 640,000 compounds, 1.4% hits; inhibition, % at 9.12 µM; AID 1259422; in the data active means inhibition above about 32%;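 further: 0% = median of test compound wells and 100% = reference inhibitor wells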
FBW7 act = human FBW7 E3 ligase activation, primary screen. Q969H0. AlphaScreen FBW7–phospho-cyclin E peptide binding, activator screen. normalized activity (activation), % at 26.1 µM. 650,000 compounds, 0.13% hits; in the data active means normalized activity above about 1.9%;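 further: purified mutant Fbw7 with reduced substrate affinity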
GPR151 activ = activates the human receptor GPR151; activation, % at 11.2 µM; PathHunter beta-arrestin GPR151 cells, luminescence; 650,000 compounds, 1% hits; in the data active means activation above about 4.9%;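 further: 0% = median of compound wells and 100% = cells with positive control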
Target sequence (Q8TDV0 whole entry, looked up): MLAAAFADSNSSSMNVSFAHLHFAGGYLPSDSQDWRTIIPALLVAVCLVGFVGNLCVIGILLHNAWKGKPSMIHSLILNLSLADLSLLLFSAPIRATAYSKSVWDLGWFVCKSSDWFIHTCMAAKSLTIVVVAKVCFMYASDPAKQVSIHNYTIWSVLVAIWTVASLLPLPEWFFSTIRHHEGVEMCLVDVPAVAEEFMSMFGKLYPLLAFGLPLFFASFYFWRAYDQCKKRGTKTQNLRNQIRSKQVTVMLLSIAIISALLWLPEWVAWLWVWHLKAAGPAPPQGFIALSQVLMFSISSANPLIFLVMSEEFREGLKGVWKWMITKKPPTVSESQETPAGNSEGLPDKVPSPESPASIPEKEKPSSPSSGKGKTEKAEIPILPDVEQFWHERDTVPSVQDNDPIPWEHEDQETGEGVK
MITF inh = human MITF inhibition, primary screen; inhibition, % at 2.6 µM; O75030; AlphaScreen MITF homodimerization, bead proximity signal; 650,000 compounds, 0.91% hits; in the data active means inhibition above about 50%;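 further: 0% = vehicle wells with protein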
Target sequence (O75030 whole entry, looked up): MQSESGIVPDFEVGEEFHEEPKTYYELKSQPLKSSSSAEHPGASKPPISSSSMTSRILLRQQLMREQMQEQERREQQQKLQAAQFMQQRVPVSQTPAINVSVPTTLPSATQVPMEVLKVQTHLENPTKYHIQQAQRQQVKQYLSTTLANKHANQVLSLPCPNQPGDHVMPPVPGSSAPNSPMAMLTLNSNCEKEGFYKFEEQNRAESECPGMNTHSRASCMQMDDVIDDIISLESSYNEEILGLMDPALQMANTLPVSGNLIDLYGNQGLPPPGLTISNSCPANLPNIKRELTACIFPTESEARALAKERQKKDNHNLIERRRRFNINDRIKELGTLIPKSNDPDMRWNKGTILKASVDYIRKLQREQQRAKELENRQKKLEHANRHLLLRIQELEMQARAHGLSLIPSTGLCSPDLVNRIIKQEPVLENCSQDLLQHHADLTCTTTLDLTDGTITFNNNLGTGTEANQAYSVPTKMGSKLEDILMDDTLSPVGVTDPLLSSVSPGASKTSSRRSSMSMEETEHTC
Starred values were filed as active, the others as inactive. Rows were taken by chance, and some 3.5% of all compounds hit somewhere here.

SMILES | TEAD-YAP block | FBW7 act | GPR151 activ | MITF inh
Cc1cc(=O)n2c(C(=O)Nc3cccc(C)c3C)c(C(=O)Nc3ccccc3)sc2n1 | -7 | 0.1 | 0.7 | 7
Cc1cccc2c1nc1s/c(=C\c3ccc(-c4ccccc4F)o3)c(=O)n12 | -3 | -0.1 | 0.3 | 3
CCOc1ccccc1NC(=O)c1ccc(F)c(S(=O)(=O)N2CCCCC2)c1 | 2 | 0.0 | 0.4 | 6
CC(C)[C@@H](Cn1nc(-c2ccc(F)c(F)c2)ccc1=O)NC(=O)c1ccncc1 | -10 | 0.0 | 0.3 | 8
O=C(c1cccs1)n1nc(-c2cccnc2)nc1NCc1ccccc1 | 10 | 0.1 | -0.4 | 3
COc1cccc(N(Cc2nnc3n2CCCCC3)C(=O)Nc2cccc(Cl)c2)c1 | 0 | 0.0 | -0.5 | -2
O=C(NN1S(=O)(=O)c2ccccc2S1(=O)=O)C12CC3CC(CC(C3)C1)C2 | 1 | 0.0 | 0.3 | -5
COc1ccc(CC(=O)N2CCC(Oc3nc4c(C)cccc4s3)CC2)cc1C | 8 | 0.0 | 0.5 | -3
CCOC(=O)C(Cc1c[nH]c2ccccc12)NS(=O)(=O)c1ccc(C)cc1 (configuration not stated) | 1 | -0.1 | 1.5 | -16
CC#CCCCC(=O)Nc1nc2ccc(OC)cc2s1 | -7 | 0.0 | 1.4 | 4
COc1ccc(N2C(N)=C(C#N)C(c3ccc(Br)cc3)C3=C2CC(C)(C)CC3=O)cc1 (configuration not stated) | 4 | -0.1 | -0.5 | -7
O=C(Nc1cccc(N2CCC(N3CCOCC3)CC2)c1)c1cccc(C(F)(F)F)c1 | -1 | -0.3 | 0.2 | 0
O=C(N/N=C/c1ccc(/C=N/NC(=O)c2ccccc2O)cc1)c1ccccc1O | 59* | 0.1 | 0.2 | 16
COc1ccc(CNCc2cc(OC)c(OC)cc2Br)cc1 | -8 | -0.2 | 1.9 | 17
CC1(C)Cc2c(sc(NC(=O)c3ccc(Br)cc3)c2C(N)=O)C(C)(C)N1 | -10 | 0.0 | 4.3 | 0
CC(C)CC(=O)N1CCc2ccccc21 | -2 | 0.2 | -0.8 | 5
O=C(CCC(=O)OCC(=O)c1ccccc1)Nc1ccc(Oc2ccccc2)cc1 | 4 | 0.5 | -0.1 | 6
CCn1c2cc(C)oc2c2cnn(Cc3cccc(F)c3)c(=O)c21 | -17 | 0.0 | -0.1 | 5
CCc1ccc(NC(=O)c2cccs2)cc1 | -32 | -0.1 | -3.8 | 5
FC(F)(F)c1ccc(Cn2cnc3c(Nc4ccc(N5CCOCC5)cc4)nc(N4CCN(Cc5ccc6c(c5)OCO6)CC4)nc32)cc1 | 7 | -0.1 | -1.3 | 19
S=C(N/N=C1\CCCc2ccccc21)Nc1cccnc1 | 3 | 0.0 | -0.5 | 12
COc1ccccc1N1CCN(C(=O)COc2ccc(Cl)cc2Cl)CC1 | 7 | -0.1 | 0.5 | 2
Cc1ccc(-c2csc(NC(=O)c3ccc(S(=O)(=O)N(C)c4ccccc4)cc3)n2)c(C)c1 | 10 | 0.1 | -0.5 | 0
O=S(=O)(NCc1ccco1)c1cccc(S(=O)(=O)c2cccc(S(=O)(=O)NCc3ccco3)c2)c1 | -1 | 0.1 | 1.9 | 4
CCOC(=O)c1csc2c1CCC/C2=N/O | 51* | 0.0 | 0.3 | -6
CCC(C)NC(=O)C1CCCN(C(=O)Nc2ccc(F)cc2)C1 (configuration not stated) | 7 | 0.1 | 0.0 | -2
CCN(CC)c1ncnc2c1sc1nc(C)c3c(c12)CC(C)(C)OC3 | -21 | -0.2 | 0.5 | 1
C=CCn1c(C)cc(C(=O)COC(=O)/C=C/c2ccc(OCC#N)c(OC)c2)c1C | 2 | 0.0 | 3.1 | 0
CCCOC(=O)/C(=C\c1cccc([N+](=O)[O-])c1)NC(=O)c1ccccc1 | -10 | 0.0 | -1.4 | 19
O=C(NC1(c2ccc3c(c2)OCO3)CCCC1)c1n[nH]c2c1CCCC2 | -1 | 0.3 | -0.7 | 6
O=C(CN1C(=O)COc2ccc(S(=O)(=O)N3CCCC3)cc21)NC1CC1 | -32 | -0.1 | 0.5 | -4
COC(=O)c1ccc(/C=N/NC(=S)Nc2cccc(OC)c2)cc1 | -1 | 0.0 | 0.3 | 9
C(=N\n1cnnc1)/c1cccc2ccccc12 | 1 | 0.0 | 1.1 | 12
COc1ccc2[nH]c3c(c2c1)CCOC31CCN(C(=O)Nc2cccc(C)c2)CC1 | -18 | -0.5 | -1.0 | 4
Cc1noc(C)c1-c1ncc(C(=O)NC2CC2)s1 | 2 | 0.2 | 2.1 | 7
c1ccc2c(c1)OCC(c1nc3c(-c4ccncc4)cncc3[nH]1)O2 (configuration not stated) | -4 | 0.1 | 0.4 | 61*
CCc1ccc(OCCCC(=O)Nc2cccc(C(=O)O)c2)cc1 | -2 | 0.2 | 4.4 | 1
CC(=O)NN1C(=O)c2ccccc2NC1c1ccccc1F (configuration not stated) | 10 | -0.1 | 0.4 | 0
CCc1cc2c(SCC(=O)c3ccc(OC)cc3)ncnc2s1 | -1 | 0.2 | -0.9 | -4
COc1ccc(S(=O)(=O)N(CC(=O)Nc2cc(OC)ccc2OC)c2ccc(C)cc2)cc1 | -2 | 0.1 | 0.5 | 4

11 neighbouring entries out of the list so far, quoted:
SMILES | TEAD-YAP block | FBW7 act | GPR151 activ | MITF inh
O=C(NC1(c2ccc3c(c2)OCO3)CCCC1)c1n[nH]c2c1CCCC2 | -1 | 0.3 | -0.7 | 6
O=C(CN1C(=O)COc2ccc(S(=O)(=O)N3CCCC3)cc21)NC1CC1 | -32 | -0.1 | 0.5 | -4
COC(=O)c1ccc(/C=N/NC(=S)Nc2cccc(OC)c2)cc1 | -1 | 0.0 | 0.3 | 9
C(=N\n1cnnc1)/c1cccc2ccccc12 | 1 | 0.0 | 1.1 | 12
COc1ccc2[nH]c3c(c2c1)CCOC31CCN(C(=O)Nc2cccc(C)c2)CC1 | -18 | -0.5 | -1.0 | 4
Cc1noc(C)c1-c1ncc(C(=O)NC2CC2)s1 | 2 | 0.2 | 2.1 | 7
c1ccc2c(c1)OCC(c1nc3c(-c4ccncc4)cncc3[nH]1)O2 (configuration not stated) | -4 | 0.1 | 0.4 | 61*
CCc1ccc(OCCCC(=O)Nc2cccc(C(=O)O)c2)cc1 | -2 | 0.2 | 4.4 | 1
CC(=O)NN1C(=O)c2ccccc2NC1c1ccccc1F (configuration not stated) | 10 | -0.1 | 0.4 | 0
CCc1cc2c(SCC(=O)c3ccc(OC)cc3)ncnc2s1 | -1 | 0.2 | -0.9 | -4
COc1ccc(S(=O)(=O)N(CC(=O)Nc2cc(OC)ccc2OC)c2ccc(C)cc2)cc1 | -2 | 0.1 | 0.5 | 4

Going on with the list.
SMILES | TEAD-YAP block | FBW7 act | GPR151 activ | MITF inh
COc1cc(C)ccc1S(=O)(=O)NCc1ccco1 | 6 | 0.0 | 0.9 | -9
CCc1ccc(OCC2c3cc(OC)c(OC)cc3CCN2C(=O)c2ccccc2[N+](=O)[O-])cc1 (configuration not stated) | -1 | 1.0 | 0.3 | -1
CC(=O)Nc1ccc(Nc2ccn3ncc(-c4cccc(C(=O)O)c4)c3n2)cc1 | 6 | 0.0 | 0.2 | -7
O=C(c1c(F)cccc1F)N1CCN(S(=O)(=O)c2cccc([N+](=O)[O-])c2)CC1 | 10 | -0.2 | -1.7 | 1
CC1=C(C(=O)OCCc2ccccc2)C(c2ccc(O)cc2)C2=C(CCCC2=O)N1 (configuration not stated) | -6 | 0.0 | 1.5 | 0
N#CC1=C(N)N(c2ccc([N+](=O)[O-])cc2)C2=C(C(=O)CCC2)C1c1ccc([N+](=O)[O-])cc1 (configuration not stated) | -2 | 0.0 | 0.5 | -1
COc1ccccc1-c1nn2c(Cn3cnc4ccccc43)nnc2s1 | -19 | -0.2 | 0.2 | -2
Cc1ccc(OCC(=O)Nc2ccc([N+](=O)[O-])cn2)cc1C | 2 | -0.2 | -1.9 | -13
Cc1ccc2c(CC(=O)Nc3ccc(F)cc3)coc2c1 | -10 | 0.1 | -0.6 | 2
c1nc(N2CCCC2)c2nc3n(c2n1)CCCCC3 | -8 | -0.1 | 0.2 | -4
O=C1CCCc2c1[nH]c1ccc(C34CC5CC(CC(C5)C3)C4)cc21 | 6 | -0.1 | -0.4 | -11
Cc1ccc(NC(=O)CC2COc3ccccc3O2)cc1 (configuration not stated) | -33 | 0.0 | 2.5 | -482
CCOc1cc(/C=C2/NC(=O)NC2=O)cc(I)c1OC | 7 | 0.0 | 1.3 | -11
Cc1cc(C(=O)N/N=C/c2sccc2C)n[nH]1 | -43 | 0.2 | -4.3 | 0
COCCCNC(=O)c1c[nH]c2ccc(S(=O)(=O)N(C)c3cc(C)ccc3C)cc2c1=O | 4 | -0.1 | -0.3 | 18
Cc1cc(NS(=O)(=O)c2ccc(NC(=O)C(C)(C)C)cc2)no1 | 5 | 1.5 | 0.8 | 9
CC1CCCCN1CCCn1c(=S)[nH]c2ncccc2c1=O (configuration not stated) | 3 | 0.0 | -0.7 | -6
O=C(C1CCCCC1)N1CCCC(c2nnc(-c3cccs3)o2)C1 (configuration not stated) | 7 | -0.3 | -2.5 | 11
c1ccc2sc(NC3=NCN(Cc4ccc5c(c4)OCO5)CN3)nc2c1 | -7 | 0.1 | 0.3 | 2
CCCOc1ccc(/C(O)=C2\C(=O)C(=O)N(c3nc(C)c(C(=O)OCC)s3)C2c2ccc(OC)cc2)c(C)c1 (configuration not stated) | -7 | 0.4 | 0.2 | 34
CCOc1ccc(S(=O)(=O)NCc2ccc(OC)cc2)c2cccnc12 | 2 | 0.0 | 1.1 | 6
COc1ccc(CCNc2cc(Nc3cc(OC)c(OC)c(OC)c3)nc(N)n2)cc1 | 2 | -0.1 | 0.3 | 5
O=C1c2ccccc2NC2(C(=O)N(Cc3ccccc3F)c3ccccc32)N1c1ccccc1 (configuration not stated) | 3 | -0.1 | -0.3 | 3
CCc1cccc(OCC(O)CNCc2cccnc2)c1 (configuration not stated) | 3 | -0.1 | 1.2 | 76*
Cc1ccccc1CSCCNS(=O)(=O)c1cccc([N+](=O)[O-])c1 | 11 | 0.4 | -1.1 | 2
CCOc1ccc(CN2CCN(Cc3ccc(C)o3)CC2CCO)cc1 (configuration not stated) | -3 | -0.1 | 1.6 | -2
Cc1nn(CC(=O)N2CCC(c3ccnc4nc(C(F)(F)F)nn34)CC2)c(C)c1C | 0 | 0.0 | 1.3 | 12
Cc1cc(Br)ccc1OCC(=O)N1CCCCC1 | -32 | 0.0 | -0.5 | -3
CCOc1ccccc1Nc1cc(C)nc2c(C)cc(C)cc12 | 6 | 0.2 | -0.9 | -7
Nc1ccc(C(=O)O)c([N+](=O)[O-])c1 | 5 | 0.1 | 1.5 | 7
Cc1ccc(S(=O)(=O)N(CC(N)=O)CC(N)=O)cc1 | 10 | 1.0 | -0.8 | 8
Cc1ccc2nc(SCc3ccc(Cl)cc3)nc(C)c2c1 | -19 | 0.1 | 0.6 | -6
CC(C)NC(=O)c1ccc(C(C)(C)C)cc1 | -10 | 0.1 | 0.7 | -2
O=C(NCc1ccccn1)C(=O)NCC(c1cccs1)S(=O)(=O)c1ccc(F)cc1 (configuration not stated) | 3 | -0.2 | -0.8 | 18
CCS(=O)(=O)c1ccc2c(c1)N(S(=O)(=O)c1ccc(Cl)cc1)CC(C(=O)O)O2 (configuration not stated) | -4 | -0.1 | -1.7 | -18
CCCN1C(=O)C(=O)c2cc(C)ccc21 | -3 | 0.4 | -0.2 | 2
NC(=O)Cc1ccc(Nc2nnc(-c3ccccc3)c3ccccc23)cc1 | 0 | 0.0 | 0.6 | 15
O=c1nc2n(c3nc4ccccc4cc13)CCCCC2 | 2 | 0.1 | -1.0 | 0
Cc1ccc(S(=O)(=O)Nc2ccccc2C(=O)Nc2ccc(-c3nc4ccc(C)cc4s3)cc2)cc1 | -3 | 1.1 | -0.7 | 5
Cc1nnn(C23CC4CC(CC(C(=O)Nc5ccc(Br)cc5)(C4)C2)C3)n1 | 8 | -0.2 | 0.5 | -5
Cc1cc(N(C(=O)c2cccs2)C(=O)c2cccs2)no1 | -20 | 0.0 | -2.5 | 4
Cc1cc(C)c2c3c1C1C=CCC1CN3C(C(=O)O)C1CC=CC21 (configuration not stated) | -2 | 2.5* | 0.1 | 25
Cc1nc2c3ccccc3n3c(CCCC(=O)NCC(C)c4ccccc4)nnc3n2n1 (configuration not stated) | -1 | -0.2 | -1.3 | -3
O=C(NCc1cccnc1)c1ccc(CNc2nc(=S)[nH]c3ccccc23)cc1 | -1 | 0.1 | -1.0 | 12
CCCCc1c(C)nc2ccc(Br)cc2c1SCCC(=O)O | 4 | 0.3 | 0.0 | -8
CCOC(=O)N1CCN(C(=S)Nc2ccccc2Cl)CC1 | 3 | -0.2 | 2.5 | 1
O=C(NC(c1ccc2c(c1)OCO2)c1ccccn1)C1CCN(C(=O)c2cccs2)CC1 (configuration not stated) | 2 | -0.1 | 0.8 | -4
CCC(CC)NC(=O)c1cccc(I)c1 | 34* | -0.1 | 1.1 | -7
CCN(Cc1ccccc1)S(=O)(=O)c1cc(Br)cc2c1N(C(C)=O)CC2 | 7 | 0.1 | 1.1 | 11
O=C(c1csc2ccccc12)n1cccn1 | 2 | -0.3 | -0.3 | -6
Cc1nnc(SCC(=O)Nc2ccc(Cl)c(Cl)c2)n1-n1cccc1 | -2 | 0.1 | -0.9 | 11
CCOC(=O)Cc1csc(NC(=O)c2ccc(Cl)c([N+](=O)[O-])c2)n1 | 1 | 0.0 | 0.9 | 3
N#Cc1c(N)nc2c(c1-c1ccc3c(c1)OCO3)CCCCCC2 | -7 | 1.0 | 0.3 | 18

Screens (PubChem)
